PTK2B oligo ant: antagonists of Pyk2 self-association, primary screen, Q293 cells, FERM NanoBiT luminescence, HTS; Protein-tyrosine kinase 2-beta (Homo sapiens), Q14289; stronger effect = lower value; z-score (the deposit names both 25 µM and 10 µM); hit rate 0.83% among 99,000;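 active = Z-score of -3 or lower, scaled per plate to the spread of control and sample wells; inactive = z-score above -3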;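 also: negative z-score means lost luminescence so less FERM oligomerization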
ERa SRC1 inh: ERα–SRC-1 coactivator interaction inhibitors, primary screen, biochemical, TR-FRET, ERα LBD, estradiol-bound. TR-FRET ER-alpha LBD / SRC-1 peptide. AID 629, 2007. hit rate 1.7% among 86,000. inhibition, % at 25.6 µM. Estrogen receptor (Homo sapiens), P03372; in the data active = inhibition above about 50%;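 also: 0% = receptor plus peptide control and 100% = peptide only without receptor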
Target sequence (P03372 whole entry, looked up, the tested form may be a part): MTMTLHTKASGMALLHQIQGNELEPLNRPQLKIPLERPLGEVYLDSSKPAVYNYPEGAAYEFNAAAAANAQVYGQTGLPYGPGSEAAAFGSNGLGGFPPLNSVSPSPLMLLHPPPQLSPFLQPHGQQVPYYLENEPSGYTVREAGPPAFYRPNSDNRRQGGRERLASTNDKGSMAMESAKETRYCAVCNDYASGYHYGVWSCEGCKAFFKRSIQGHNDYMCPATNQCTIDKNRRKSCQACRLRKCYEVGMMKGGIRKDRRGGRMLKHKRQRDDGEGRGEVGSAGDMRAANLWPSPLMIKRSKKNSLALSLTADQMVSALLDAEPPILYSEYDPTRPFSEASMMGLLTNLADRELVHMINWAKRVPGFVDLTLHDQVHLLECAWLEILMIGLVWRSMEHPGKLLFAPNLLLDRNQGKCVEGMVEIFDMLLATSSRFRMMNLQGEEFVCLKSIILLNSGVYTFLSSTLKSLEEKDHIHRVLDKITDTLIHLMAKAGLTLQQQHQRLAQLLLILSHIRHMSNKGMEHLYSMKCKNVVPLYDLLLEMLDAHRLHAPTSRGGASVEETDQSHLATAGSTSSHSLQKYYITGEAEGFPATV
Starred values were filed as active, the others as inactive; [ ] = another dose, or the depositor's remark.

SMILES | PTK2B oligo ant | ERa SRC1 inh
CC1(C)CC(CCC(=O)Nc2ccc(S(N)(=O)=O)cc2)C(=O)O1 (stereo not given) | -0.44 | 4.5
Cn1c(SCc2nc3ccccc3[nH]2)nnc1-c1cnccn1 | -0.47 | 5.7
O=C1NC(=O)C(CC(=O)N(Cc2ccco2)C2(C(=O)NC3CCCCC3)CCCCC2)N1 (stereo not given) | -0.91 | -1.1[fluorescence artefact?]
O=C(O)CC(C(=O)NCc1ccccc1)C1CCCO1 (stereo not given) | 0.96 | -41.4
CCN(CC)C(=O)CN(C#N)c1nc(OC)nc(N(C)C)n1 | 0.25 | -13.2
CC1(C)NC(=O)N(CCOc2cccc(Oc3ccccc3)c2)C1=O | -0.99 | 7.0
Cc1ccc(C(=O)CC(C(=O)O)n2cccn2)cc1 (stereo not given) | 0.39 | -2.0
CCCCCCNc1c(C(=O)OCC)c(=O)[nH]c2ccccc12 | -0.7 | 17.6
Cc1cc(NC(c2cccnc2)c2c(C)[nH]c3ccccc23)no1 (stereo not given) | -0.71 | 9.5
Cn1nccc1C(=O)NCCN1C(=O)OC(C)(C)C1(C)O (stereo not given) | 0.34 | -4.2
CC(C)CCNC(=O)C(c1ccco1)N(Cc1ccccc1)C(=O)c1snc(C(N)=O)c1N (stereo not given) | -0.87 | -4.9
CCOC(=O)c1cccc(NS(=O)(=O)c2cnc[nH]2)c1 | 0.03 | 13.9
C=CCn1cnc2c(c1=O)c1nc3ccccc3nc1n2/N=C/c1cccc(OC)c1 | 0.21 | 68.4*[fluorescence artefact?]
Cn1c2ccccc2c2nn(-c3ccccc3)c(=O)cc21 | 1.44 | 1.5
CCOC(=O)N1CCC(NC(=O)C(C)n2c3ccccc3c3cnn(C)c(=O)c32)CC1 (stereo not given) | -1.24 | -1.9
CCC1Sc2ccccc2N(CC(=O)NCc2ccc3c(c2)OCO3)C1=O (stereo not given) | -0.91 | 6.5
COCCCNC(=O)CN(c1cccc(Cl)c1)S(C)(=O)=O | 0.61 | -0.4[fluorescence artefact?]
O=C(CN1C(=O)NC(Cc2ccccc2)C1=O)Nc1ccc(F)cc1 (stereo not given) | 0.2 | -1.0
Cc1cc(=O)n2nc(N3CCCC(C(=O)NCc4ccc5c(c4)OCO5)C3)sc2n1 (stereo not given) | 1.53 | 9.4
CC(C)OC(=O)c1c(NC(=O)c2cccs2)sc2c1CCCC2 | -0.75 | 8.4
CCC/C(O)=C1\C(=O)CC(C)(C)CC1=Nc1ccccc1OC | 0.05 | -32.0[fluorescence artefact?]
COc1ccc(-n2c(SCC(N)=O)nc3sc4c(c3c2=O)CCN(C)C4)cc1 | -0.21 | 9.9
O=C1CC(NCc2ccc3c(c2)OCO3)C(=O)N1CCc1ccccc1 (stereo not given) | -0.02 | -2.3
CN(C)c1ccc(CN2CCCCCC2)cc1 | -0.94 | 9.7
CCCCN1CCc2c([nH]c3c(C)cccc23)C1=O | 0.54 | -8.8
CCOC(=O)c1cccc(NC(=O)CCS(=O)(=O)c2cccc3nsnc23)c1 | -0.03 | 4.1
COc1ccc(-n2nc(C(=O)N3CCN(c4ccc(F)cc4)CC3)c3ccccc3c2=O)c(OC)c1 | -2.31 | 0.9
CC(=O)N1CCN(C(=O)CCc2nc3sc4c(c3c(=O)[nH]2)CCCC4)CC1 | 0.21 | 5.1
CCCOc1ccc(/C(O)=C2/C(=O)C(=O)N(CCN(C)C)C2c2ccc(O)c(OC)c2)cc1 (stereo not given) | 1.63 | -1.6
CC1(C)NC(=O)N(CCOc2ccc3c(c2)CCC3)C1=O | 0.92 | 4.8

(continued)
SMILES | PTK2B oligo ant | ERa SRC1 inh
Cn1c(CSc2ncccn2)nnc1SCC(=O)N1CCCCC1 | 0.2 | 3.0[fluorescence artefact?]
Cc1ccc(NC(=O)CSC2=C(C#N)C(c3ccco3)C3=C(CCCC3=O)N2)cc1 (stereo not given) | -1.32 | -2.2[fluorescence artefact?]
Oc1ccc2ccccc2c1/C=N/n1cnnc1 | 0.22 | -1.9
CCCn1c(=O)c(C(=O)Nc2ccccc2C(=O)OC)c(O)c2ccccc21 | 0.28 | 21.1[fluorescence artefact?]
CC1CCCCN1C(=O)CSc1nc2cc3c(cc2c(=O)n1Cc1ccc2c(c1)OCO2)OCO3 (stereo not given) | -2.05 | -2.0
O=C(O)CCn1c(C2CCCCC2)nc2ccccc21 | 0.56 | -6.5
COC(=O)c1cc(OC)c(OC)cc1NC(=O)c1ccccc1 | 0.14 | 43.8[fluorescence artefact?]
Cc1ccccc1N1CCN(C(=O)CN2C(=O)c3ccccc3C2=O)CC1 | 0.04 | -1.4
CCOC(=O)CSC1=C(C#N)C(c2ccc(OC)cc2)C2=C(CC(C)(C)CC2=O)N1 (stereo not given) | -2.2 | -9.7[fluorescence artefact?]
COC(=O)C(NC(=O)c1ccco1)(Nc1nc(C2CC2)cs1)C(F)(F)F (stereo not given) | -0.79 | 3.9
COCCNC(C)C(=O)Nc1ccc(Br)cc1 (stereo not given) | -0.84 | -7.3
O=c1c2c3nc4ccccc4nc3n(CC3CCCO3)c2ncn1CCc1ccccc1 (stereo not given) | -1.05 | -4.1
CCCN(CCC)S(=O)(=O)c1cc(Br)cc2c1N(C(=O)CC)CC2 | -0.73 | 5.1[fluorescence artefact?]
CCCn1nnnc1SCC(=O)NCc1ccc(OC)cc1 | 0.54 | -25.0
COc1cccc(-c2nn(C)c3sc(C(=O)NCc4ccccn4)cc23)c1 | -2.45 | 6.2
CCCCCc1c(C)nc(NCc2ccccc2)[nH]c1=O | -0.4 | 2.7
O=C(CSCc1cccs1)N1CCCC1 | 2.38 | -6.3
COc1cccc(C(=O)Cn2c(N3CCCCC3)nc3c2c(=O)n(C)c(=O)n3C)c1 | 0.91 | 2.6
O=S(=O)(c1ccc(N2CC=C(c3ccccc3)CC2)nc1)N1CCCC1 | -0.15 | 1.6
CSC1=C(C#N)C(c2ccc(Cl)cc2)C2=C(CC(C)(C)CC2=O)N1 (stereo not given) | -3.12* | 2.6
COC(=O)c1ccccc1NC(=O)CC#N | 0.65 | -6.1
O=C1CC(N2CCN(c3ccccc3F)CC2)C(=O)N1c1ccc2c(c1)OCCO2 (stereo not given) | -1.04 | -8.6
O=C(CCN1CCOCC1)Nc1cccc(Br)c1 | 0.63 | -6.8
CCOc1cc2[nH]c(=S)n(CCCCC(=O)NCc3ccco3)c(=O)c2cc1OCC | 1 | 25.9
CCC(C)(C)NC(=O)C(c1ccncc1)N(Cc1cccs1)C(=O)Cn1nnc2ccccc21 (stereo not given) | -0.17 | 5.0[fluorescence artefact?]
COc1nc(N(C)C)nc(N(OC)S(=O)(=O)c2ccccc2Cl)n1 | 0.47 | 4.8
CCN(CC)S(=O)(=O)c1ccc2oc(C(=O)NCC3COc4ccccc4O3)c(C)c2c1 (stereo not given) | -0.77 | -3.8
Cc1ccc(NC(=O)CCNS(=O)(=O)c2ccc3c(c2)oc(=O)n3C)cc1C | 0.15 | -3.2
Cc1nccn1CCC(=O)O | 0.58 | 6.3
COCCn1cnnc1SCC(=O)c1ccc(S(=O)(=O)N2CCCC2)cc1 | -0.88 | -1.9

Further structures:
SMILES | PTK2B oligo ant | ERa SRC1 inh
CC(=O)N1CCC2(CC1)C(C#N)=C(N)Oc1n[nH]c(C)c12 | -0.74 | -31.5
c1ccc(-c2ccc(-c3nc(-c4cccnc4)no3)cc2)cc1 | -0.36 | 3.3
CCOc1ccc(CCNC(=O)C2CCCN(c3nn4c(=O)cc(C)nc4s3)C2)cc1 (stereo not given) | 0.3 | 9.4
CCCCN1C(=O)c2ccc(C(=O)Nc3c(N)n(CCCC)c(=O)n(C)c3=O)cc2C1=O | -0.37 | -10.2
COCc1[nH]nc2c1C(c1ccc(F)cc1F)C(C#N)=C(N)O2 (stereo not given) | -0.12 | -15.3
C#CCOC(=O)CCC(=O)NCCc1ccccc1 | 0.65 | 5.7
CCSc1nc2c(c(=O)n1CC)SC(C)C2 (stereo not given) | 0.29 | -1.7
CC1CCN(Cc2c(C#N)c3ccccc3n2C)CC1 | -0.74 | -3.0
CCN(CC)c1ccc(C=Nc2ccc(C#N)cc2)c(O)c1 | 0.03 | -8.1
COc1ccc(NC(=O)C2CCN(c3nc(C)nc4c3CCC4)CC2)cc1 | -1.02 | -25.4
C[N+]1=C2CCCCCN2C(O)(c2ccccc2)C1 (stereo not given) | 0.9 | -9.3
Cc1ccnc(N2CCC(C(=O)Nc3ccc4c(c3)OCO4)CC2)n1 | 0.57 | -9.1
COC(=O)C(Cc1ccc(O)cc1)NC(=O)c1ccccc1OC (stereo not given) | -0.34 | 1.7[fluorescence artefact?]
CCC1Oc2ccccc2N(CC(=O)NCCCN2CCCCC2CC)C1=O (stereo not given) | -0.14 | -5.1
Cc1ccc(NC(=O)c2c(O)c3ccccc3n(C)c2=O)nc1 | 0.52 | 18.9
COc1ccc(S(=O)(=O)N2CCCC2)c(C)c1C | -0.6 | -7.4
Cc1ccc(CNC(=O)C(C)OC(=O)c2ccco2)cc1 (stereo not given) | 1.85 | -3.2
O=C(Cc1ccsc1)NCC(c1ccco1)N1CCCCC1 (stereo not given) | 0.07 | -4.3
CCC(=O)N1CCc2cc(Br)cc(S(=O)(=O)NCC3CCCN3CC)c21 (stereo not given) | -0.16 | -4.8
COCCCN1C(=O)C(O)=C(C(=O)c2ccco2)C1c1ccccc1 (stereo not given) | 0.43 | 4.5
CN(C)C(=O)CSc1nnc([C@H](Cc2c[nH]c3ccccc23)NC(=O)OC(C)(C)C)o1 | -0.3 | 2.3
CC1CC=C2C(C#N)=C(N)C(C#N)(C#N)C(c3cccs3)C2C1 (stereo not given) | -0.39 | -5.6[fluorescence artefact?]
COc1cc(NS(=O)(=O)c2ccc(C)cc2)c2ncccc2c1 | -2.53 | -6.9
CCC(=O)Nc1ccccc1C(=O)N1CCOCC1 | 0.76 | -3.1
N#CC1=C(SCC(=O)c2ccc(Br)cc2)NC2=C(C(=O)CCC2)C1c1ccco1 (stereo not given) | 0.55 | 30.7
O=S(=O)(Cc1ccccc1)N1CCC(N2CCN(c3ccccc3)CC2)CC1 | 1.57 | -2.1
COC(=O)c1ccc(S(=O)(=O)NCCSc2nnc3c4ccccc4n(C)c3n2)cc1 | -1.02 | -0.6
COc1ccc(N=c2oc3c(OC)cccc3cc2C(=O)NCc2ccco2)cc1OC | 1.56 | 29.1[fluorescence artefact?]
Cc1ccc(S(=O)(=O)Nc2nsc(N)n2)cc1 | -0.06 | -8.1
CCOc1ccc(-n2c(SCc3ccc(C(=O)OC)o3)nc3c(c2=O)SCC3)cc1 | -1.32 | 11.8

(list continues)
SMILES | PTK2B oligo ant | ERa SRC1 inh
O=C(NC1CCCCC1)C(c1ccccc1)N1CCC2(CC1)OCCO2 (stereo not given) | 0.44 | 2.4
O=C(COc1ncnc2ccccc12)N1CCOCC1 | -0.6 | -7.3
COC(=O)C1=C(CN2CCCc3ccccc32)NC(=O)NC1c1ccc(F)cc1 (stereo not given) | 1.66 | -7.2
CC1(C)Cc2nc3sc4c(=O)n(CC(=O)NCc5ccco5)cnc4c3cc2CO1 | 1.38 | 2.6
O=C(NCCCn1ccnc1)c1cc(S(=O)(=O)N2CCOCC2)c(Cl)cc1Cl | 3.02 | 5.8
O=c1[nH]n(-c2ncnc3c2cnn3-c2ccccc2)c(=O)c2ccccc12 | -0.72 | -2.3
COc1ccccc1CNC(=O)COC(=O)c1ccc(NC(N)=O)cc1 | -0.28 | 36.3
O=c1c2ccccc2nnn1CSc1nnc(-c2cccs2)n1Cc1ccccc1 | -0.27 | 7.6
Clc1ccc(-c2nn3cnnc3s2)c(Cl)c1 | 0.78 | -8.6
Cc1cc(C)n(C(=O)c2cccc(S(=O)(=O)N3CCCC3)c2)n1 | -0.32 | -2.2
COc1cc(C(=O)NCCC(=O)NCCCN2CCCCC2)cc(OC)c1OC | -0.75 | -5.1
CCCCc1nc2ccccc2c(=O)n1NC(=O)c1c(O)c2cccc3c2n(c1=O)CC3 | 0.57 | 3.2
Cc1ccccc1-c1nnc(-c2ccccc2)o1 | -0.46 | -10.2
O=C(Nc1cccc2ncccc12)c1cc2ccccc2o1 | 0.06 | 1.5
CCn1c(NC(=O)Nc2ccccc2OC)nc2ccccc21 | -2.12 | 5.1[fluorescence artefact?]
O=C(CSc1ccccn1)N1CCN(C(=O)CSc2ccccn2)CC1 | -0.66 | -1.5
Cc1ccc(C(=O)Nc2ccc(S(=O)(=O)N3CCN(C)CC3)cc2)o1 | -0.29 | -10.0
COc1ccc(/C(CC2(O)C(=O)Nc3ccccc32)=N\O)cc1 (stereo not given) | 0.77 | -2.9
C=C(C)Cn1c(CCNC(=O)CCC)nc2ccccc21 | 1.34 | 0.0
Cc1nccc2[nH]c(=O)c(C(=O)NC3CCCCC3C)cc12 (stereo not given) | -0.01 | 5.8[fluorescence artefact?]
CCn1c(C)nc2cc(C(=O)OCCC(F)(F)F)ccc21 | -0.42 | 2.0

Looked up one by one from the list above:
SMILES | PTK2B oligo ant | ERa SRC1 inh
COc1cc(C(=O)NCCC(=O)NCCCN2CCCCC2)cc(OC)c1OC | -0.75 | -5.1
Cc1nccc2[nH]c(=O)c(C(=O)NC3CCCCC3C)cc12 (stereo not given) | -0.01 | 5.8[fluorescence artefact?]
COc1ccc(/C(CC2(O)C(=O)Nc3ccccc32)=N\O)cc1 (stereo not given) | 0.77 | -2.9
O=C(NCCCn1ccnc1)c1cc(S(=O)(=O)N2CCOCC2)c(Cl)cc1Cl | 3.02 | 5.8

High-throughput results (PubChem BioAssay)

This is a subset; rates above refer to the full screens.
